Source: PubChem
PfGluPho inh: PfG6PD (Plasmodium falciparum) enzyme inhibition | PfGluPho enzyme, NADPH resazurin-diaphorase fluorescence | inhibition, % at 20 µM | 0.78% of 350,000 active | AID 504690;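 active = inhibition reaching at least a set limit at 20 µM in the primary screen, cut at about 59% in these data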;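 also: 0% = DMSO wells with substrate and 100% = DMSO wells lacking glucose-6-phosphate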
SENP8 block: SENP8 (human) protease inhibition; Q96LD8; recombinant SENP8, Nedd8 substrate fluorescence; inhibition, % at 20 µM; 0.64% of 360,000 active; AID 602440; in the data active = inhibition mostly above about 40%, no sharp cut-off; inactive = mostly below about 27%
Target sequence (Q96LD8 whole entry, looked up): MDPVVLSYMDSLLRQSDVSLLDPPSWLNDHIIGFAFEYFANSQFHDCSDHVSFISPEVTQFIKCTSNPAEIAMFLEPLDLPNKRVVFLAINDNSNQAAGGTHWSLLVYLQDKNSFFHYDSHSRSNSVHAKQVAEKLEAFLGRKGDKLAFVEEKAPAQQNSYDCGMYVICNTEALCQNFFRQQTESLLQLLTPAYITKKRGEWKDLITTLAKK
SENP1 FRET inh: inhibitors of human SENP1 SUMO protease catalytic domain | Q9P0U3 | recombinant SENP1 catalytic domain, CyPet-SUMO1-YPet FRET cleavage | inhibition, % at 10 µM | 0.21% of 360,000 active;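 active = inhibition at least 30% at 10 µM, raw YFP signal under a set limit, fluorescence ratio 0.5 to 1.5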;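 also: 0% = enzyme with DMSO and 100% = no enzyme wells; some results filed as inactive read as strong as hits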
Target sequence (Q9P0U3 419-644 limits assumed): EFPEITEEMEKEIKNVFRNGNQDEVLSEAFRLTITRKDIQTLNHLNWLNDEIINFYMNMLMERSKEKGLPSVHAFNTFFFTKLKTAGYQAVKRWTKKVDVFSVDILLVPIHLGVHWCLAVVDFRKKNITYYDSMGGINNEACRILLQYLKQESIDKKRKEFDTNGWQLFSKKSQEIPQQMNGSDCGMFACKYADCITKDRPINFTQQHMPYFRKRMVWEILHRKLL
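Assay system – human recombinant His6-tagged SENP1 catalytic domain enzyme · Input – SENP1 enzyme, 20 pM final · Buffer or medium – Tris pH 8 buffer plus EDTA, NaCl, BME, BSA, NP40, catalase · Schedule – 50 min reaction at room temperature · Technique – FRET read of cyan and yellow fluorescence · Control set – no-enzyme wells low, DMSO-plus-enzyme wells high control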
SENP6 block: inhibitors of human SENP6 protease; Q9GZR1; Recombinant SENP6 catalytic domain, aminoluciferin luminescence; inhibition, % at 10 µM; 1.8% of 330,000 active;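 active = inhibition above about 50% at the single tested dose, limit read from the data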;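 also: plate controls were DMSO wells with enzyme for no effect and DMSO wells lacking enzyme for full effect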
ATG4B inhibitor: blocks human ATG4B protease cleavage of LC3 substrate. AID 504462. inhibition, % at 8.33 µM. 0.51% of 340,000 active. ATG4B cleavage of LC3-PLA2, NBD-HPC fluorescence, 1 h; in the data active = inhibition above about 40%
Target sequence (Q9Y4P1 whole entry, looked up): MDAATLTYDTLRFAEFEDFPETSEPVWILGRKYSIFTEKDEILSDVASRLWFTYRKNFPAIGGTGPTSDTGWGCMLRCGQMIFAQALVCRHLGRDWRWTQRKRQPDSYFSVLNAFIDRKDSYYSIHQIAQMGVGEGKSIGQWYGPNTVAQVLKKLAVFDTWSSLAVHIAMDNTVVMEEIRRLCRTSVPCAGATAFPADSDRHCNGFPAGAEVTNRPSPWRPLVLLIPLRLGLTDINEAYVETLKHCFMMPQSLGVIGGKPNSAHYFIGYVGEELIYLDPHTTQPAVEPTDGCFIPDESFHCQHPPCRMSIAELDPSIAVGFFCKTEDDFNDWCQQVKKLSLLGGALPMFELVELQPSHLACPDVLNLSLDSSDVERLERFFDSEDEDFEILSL
MPTP block: permeability transition pore inhibition; inhibition, % at 10 µM; 1.4% of 360,000 active; isolated mouse mitochondria, Ca2+ swelling absorbance, 30 min;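 active = inhibition of 50% or more, scaled per plate between neutral and stimulator controls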;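 also: 0% = DMSO wells given calcium and 100% = 1 mM EGTA wells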
hIAP activ: increases human intestinal alkaline phosphatase activity. P09923. purified human IAP, CDP-Star luminescence, 30 min; active compounds read high; 1 = vehicle-only enzyme, 0 = enzyme-free background. activation factor at 10 µM. 0.16% of 330,000 active. AID 2524;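 active = activation factor of the enzyme at least 2-fold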; also: the source names both 10 and 20 µM as test concentration; values of inactives mirror those of a sister screen read the other way
NR3A LBD binder: modulators (binders) of human NR3A ligand-binding domain; Tm shift relative to glycine control, % at 25 µM; NR3A LBD differential scanning fluorimetry, Tm shift; 0% = protein alone, 100% = glycine-bound protein; 2.5% of 340,000 active; AID 1259313;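 active = melting temperature shift of at least 10% of the positive control shift, at one fixed dose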
Numbers without * were called inactive; i = inactive; nt = not tested or not shown. Outcome played no part in choosing rows; any-hit rate near 6.7%.

canonical_smiles	PfGluPho inh	ATG4B inhibitor	SENP1 FRET inh	SENP8 block	MPTP block	SENP6 block	hIAP activ	NR3A LBD binder
COc1ccc2nc3cc(Cl)ccc3c(Nc3cc(C(C)C)c(O)cc3C)c2c1	53	23	-40	-28	84*	-21	0.96	-7
COc1ccccc1C(=O)OC1CCCN(C)C1 (stereo not given)	-3	1	3	9	0.1	2	1.1	1
COc1ccc(N(C(=O)Cn2nnc(-c3ccc(F)cc3)n2)C(C)C(=O)NC2CCCC2)cc1OC (stereo not given)	-8	-2	0	19	-0.7	4	1	-3
CCC(C(=O)N1CCN(c2ccccn2)CC1)n1nc(C)n2c(cc3occc32)c1=O (stereo not given)	-26	-1	-3	25	4.3	-14	1	0
CCS(=O)(=O)N1Cc2ccccc2CC1C(=O)Nc1ccccc1OC (stereo not given)	-4	9	0	8	0.2	15	1	0
COc1cc2c(cc1NC(=O)CN1CCN(S(=O)(=O)c3ccccc3F)CC1)oc1ccccc12	-14	-4	1	19	-1.7	-13	1.2	-2
Clc1ccc(-c2nnc(SCc3cn4ccsc4n3)n2CC2CCCO2)cc1 (stereo not given)	-19	-13	2	7	-0.6	19	1.2	3
CC(=O)c1cccc(S(=O)(=O)Nc2c(C)nn(C)c2C)c1	27	4	1	24	-0.1	-6	0.94	4
CCN1CCN(c2nc(Nc3ccccc3)nc(N)c2[N+](=O)[O-])CC1	7	1	1	8	3.0	-10	0.93	1
CCCN1CCc2c(sc3nc(SCC)n(-c4ccc(OC)cc4)c(=O)c23)C1	-2	6	-27	-122	0.1	-3	0.86	-2
COc1ccccc1CN1CC(C(=O)NCCc2ncccc2C)CCC1=O (stereo not given)	-11	6	2	9	-1.0	10	1.2	7
O=c1oc2c(-c3ccc([N+](=O)[O-])cc3)cc(O)cc2s1	32	0	4	17	78*	-21	0.97	-1
O=C(/C=C/c1ccccc1Cl)NC1CCS(=O)(=O)C1 (stereo not given)	5	-4	2	16	2.7	1	1.2	-1
S=C(NCCC1=CCCCC1)Nc1ccccc1	-11	-8	2	13	0.4	1	1	-6
CCn1c(=S)[nH]c2sc3c(c2c1=O)CCCCC3	3	4	-3	-8	4.2	-13	1	-8
CCC1(CC)CNC(=O)NC1=O	-1	2	1	5	-1.7	nt	nt	-1
COC(=O)c1c(Cc2ccccc2Cl)c[nH]c1C	-15	18	1	9	55*	-11	0.97	-1
Cn1cccc1/C=N/NC(=O)c1ccc(OC(F)(F)C(F)F)cc1	7	1	2	-61	1.4	0	0.98	-12
CC(C)N(C(=O)CSc1nc(COc2ccccc2)nc2ccccc12)C(C)C	2	1	-41	8	-2.8	3	0.96	-1
CC1C(O)=C(c2nc3ccccc3[nH]2)C(=N)N1c1ccccc1 (stereo not given)	3	10	-8	-83	0.9	-5	0.91	0
O=C(COc1ccc(S(=O)(=O)N2CCOCC2)cc1Cl)N1CCOCC1	-2	-1	0	7	0.5	-3	0.97	1
CCOC(=O)c1cnc(-n2nc(C)cc2C)nc1N(CC)CC	2	-11	1	7	0.0	-7	1	0
Cc1nc2scc(C)n2c(=O)c1S(=O)(=O)N1CCN(c2ccc(F)cc2)CC1	-4	0	-1	-29	-0.7	3	0.98	-1
COc1ccc(CCC(=O)O)c(C(CC(=O)O)C(=O)O)c1OS(=O)(=O)c1ccc(C)cc1 (stereo not given)	-2	nt	2	20	-0.2	nt	nt	nt
COCCNC(=O)/C(C#N)=C/c1ccc(OCc2ccccc2)cc1	-12	-11	-4	15	-0.1	-7	1	4

More results follow.
canonical_smiles	PfGluPho inh	ATG4B inhibitor	SENP1 FRET inh	SENP8 block	MPTP block	SENP6 block	hIAP activ	NR3A LBD binder
C/C(=C\C(=O)c1cccnc1)Nc1ccc(C)c(C)c1	-4	-3	-2	37	1.3	6	1.1	-2
Cc1c(C(=O)NCCC2=CCCCC2)oc2ccc(S(=O)(=O)N3CCOCC3)cc12	17	-18	1	12	2.6	4	1.1	-7
Cc1ccc(C2=NN(S(C)(=O)=O)C(c3cccs3)C2)cc1 (stereo not given)	-8	-2	0	22	-8.1	74*	1.1	-1
COc1ccc(CN(CCN2CCOCC2)C(=O)c2c(F)cccc2F)cc1OC	-6	-6	1	5	-2.6	-1	0.93	1
C/C(=C1/SC(=S)N(CCC(=O)O)C1=O)c1ccc(O)cc1	-20	-3	4	34	2.6	1	0.94	-1
O=C(NCC1CCCO1)/C(=C/c1ccccc1)NC(=O)c1ccccc1 (stereo not given)	-14	6	1	29	-0.7	-22	1.1	-1
CCN(CC)S(=O)(=O)c1cc(C(=O)OC(C)C(=O)NCc2ccco2)ccc1C (stereo not given)	7	-1	4	10	-2.6	-15	1.2	2
CCc1ccc(NC2=CC(=O)C(=O)c3ccccc32)cc1	16	5	-2	i	4.8	26	0.89	3
c1ccc(CSc2nnnn2-c2ccc3c(c2)OCCO3)nc1	-14	5	1	7	0.0	-9	0.92	4
O=C(COc1cc(F)ccc1[N+](=O)[O-])Nc1cc(S(=O)(=O)N2CCCC2)ccc1Cl	-1	-11	-2	9	-0.9	-6	0.94	0
Cc1ccc(S(=O)(=O)c2ccc(NN)cc2)cc1	5	-5	-21	-7	1.0	nt	nt	0
CCC(=O)N(Cc1ccco1)C1CC(=O)N(c2ccccc2)C1=O (stereo not given)	-5	-4	3	19	-0.5	0	1.1	2
COc1ccc(S(=O)(=O)Nc2nnc(Cc3ccc(OC)c(OC)c3)s2)cc1	10	-10	-7	-11	-1.7	-17	1	-1
CN1CCN(c2nc(Nc3ccc(O)cc3)nc3ccccc23)CC1	4	-9	0	4	1.2	7	0.98	0
O=C1c2ccccc2C(Nc2ccccc2)N1c1ccc(Cl)cn1 (stereo not given)	24	-6	3	10	2.4	nt	nt	4
Cc1ccc(C2CC(c3ccccc3Cl)n3nc(N)nc3N2)cc1 (stereo not given)	6	-1	0	-65	-4.3	3	1	-3
N#CCSc1nc2ccc(N3CCOCC3)cc2c(=O)n1CCc1ccccc1	21	0	-29	-257	3.0	-6	0.88	-1
CCOC(=O)c1c(NC(C)=O)sc2c(OCC(O)CN(CC)CC)c(Br)ccc12 (stereo not given)	19	12	1	-126	-0.1	-3	0.96	-2
Cc1ccc(NC(=O)c2cnccn2)c(C)c1	-1	-1	1	7	1.6	1	0.86	0
CCS(=O)(=O)N1CCC(C(=O)Oc2ccccc2Br)CC1	-3	-13	-2	20	0.4	-4	0.9	3
O=C(CN1CCCCCC1)N/N=C/c1ccc(Cl)c(Cl)c1	8	30	-3	18	0.5	-11	0.9	0
O=C(O)CNC(=O)c1ccc(NS(=O)(=O)c2ccc3ccccc3c2)cc1	-31	-2	-2	6	-1.0	-15	0.97	1
COc1cccc(CNC(=O)CCC2CCCN(C(=O)c3ccoc3C)C2)c1 (stereo not given)	9	-8	-3	4	-1.9	5	0.9	-1
O=C(O)c1c(N2CCCCC2)ccc([N+](=O)[O-])c1N1CCCCC1	4	11	1	40*	0.8	-4	1.4	0
Cc1ccc(N2CC(C(=O)Nc3ncc([N+](=O)[O-])s3)CC2=O)cc1 (stereo not given)	-12	-2	-13	13	6.8	-7	1.1	-8

Structural class, the entries above with an NH in an aromatic ring
canonical_smiles	PfGluPho inh	ATG4B inhibitor	SENP1 FRET inh	SENP8 block	MPTP block	SENP6 block	hIAP activ	NR3A LBD binder
CCn1c(=S)[nH]c2sc3c(c2c1=O)CCCCC3	3	4	-3	-8	4.2	-13	1	-8
COC(=O)c1c(Cc2ccccc2Cl)c[nH]c1C	-15	18	1	9	55*	-11	0.97	-1
CC1C(O)=C(c2nc3ccccc3[nH]2)C(=N)N1c1ccccc1 (stereo not given)	3	10	-8	-83	0.9	-5	0.91	0

Additional structures follow:
canonical_smiles	PfGluPho inh	ATG4B inhibitor	SENP1 FRET inh	SENP8 block	MPTP block	SENP6 block	hIAP activ	NR3A LBD binder
Cc1ccc(OCCNS(=O)(=O)c2ccc(Cl)cc2)cc1	14	-7	-3	3	-0.3	-17	0.91	2
CC1CCc2c(sc(N)c2C(N)=O)C1 (stereo not given)	51	9	-32	-359	-0.7	8	1.2	0
CCOC(=O)c1c(C)[nH]c(C(=O)N(C)CC(=O)Nc2ccc(OC)cc2)c1C	9	-10	1	16	1.5	-2	0.94	1
CCOc1ccc(/C=C/C(=O)NC2CCCCC2)cc1	-6	-2	1	4	-0.4	-47	0.94	0
NS(=O)(=O)c1ccc(CCNC(=O)c2ccc3nc4ccc(Cl)cc4c(=O)n3c2)cc1	19	-11	-127	-408	-0.8	4	1.1	-1
Cc1c(C(=O)O)sc2nc(/C=C/c3ccccc3OC(F)F)[nH]c(=O)c12	-7	1	-30	-316	-0.1	22	1	0
CN1CCCNc2nc3ccccc3nc21	2	-4	-44	-423	0.9	0	0.99	-3
COc1ccc(OC)c(CC(NC(C)=O)C(=O)NC2CCN(C(=O)c3cccc(C)c3)CC2)c1 (stereo not given)	-9	2	0	2	-2.2	-4	0.87	-1
CCCNC(=O)c1ccc(COc2ccc(C(C)(C)C)cc2)o1	19	6	0	7	26	9	1	7
CC(C)(C)c1ccc(OCC(=O)Nc2ccncc2)c(Br)c1	11	0	-1	-2	108*	28	0.9	-1
CC(C(=O)N1CCCCCC1)N(c1ccc(Cl)cc1)S(C)(=O)=O (stereo not given)	-8	2	1	15	-0.1	12	1.1	1
Cc1ccc(NC(=O)C(C)N2C(=O)c3ccccc3C2=O)c(C)c1 (stereo not given)	-13	-1	1	11	-0.9	-8	1	2
COc1cc(/C=C/C(=O)OCC(=O)NCc2ccc3c(c2)OCO3)cc(OC)c1OC	1	-14	0	i	-2.0	-4	1	1
Cc1cc(S(=O)(=O)N2CCN(CC(=O)NCCc3cccs3)CC2)ccc1Br	-10	-55	4	10	1.8	-12	0.94	0
CN(C)C(=O)c1c(-c2ccccc2)oc2ccc(O)cc12	11	2	3	-320	1.1	-26	0.86	1
O=C(CCSc1ccccc1)OCn1nnc2ccccc2c1=O	-9	13	4	0	-0.2	9	0.81	-2
O=C(CCS(=O)(=O)Cc1ccc(Cl)cc1)NCCCN1CCN(c2ccccc2F)CC1	10	-8	4	9	57*	-27	0.74	2
CN(C)S(=O)(=O)c1cccc(NC(=O)COC(=O)/C=C/c2cccs2)c1	15	-13	4	17	3.0	-2	1.1	2
Oc1c(N=NC(=S)Nc2ccccc2F)c2ccccc2n1Cc1ccc(F)cc1	-1	6	2	24	2.1	-16	0.84	-26
O=C(c1n[nH]c2ccccc12)N1CCN(S(=O)(=O)c2ccc(Cl)cc2)CC1	7	-13	-1	3	-0.9	-17	0.9	0
O=C(N/N=C/c1ccc(Br)s1)c1ccco1	-16	6	0	-11	1.2	-6	0.94	-5
CC12CCC(C(=O)NCc3ccccc3)(OC1=O)C2(C)C (stereo not given)	-6	-10	2	12	0.2	-23	1.1	1
CC1(c2nnc(-c3ccccc3)o2)CC(c2cccnc2)=NO1 (stereo not given)	-2	3	3	-108	1.0	5	0.86	0
Cc1ccc(Cl)cc1NC(=O)C[n+]1ccc(Cc2ccc([N+](=O)[O-])cc2)cc1	27	1	3	23	2.4	3	0.78	-1
O=C(O)c1cccc(-c2nnn(Cc3ccccc3)n2)c1	-34	-4	-1	22	0.1	10	0.99	0
COc1cccc(C(=O)CSc2nc3ccccc3n2CC(=O)N2CCOCC2)c1	-7	0	0	2	-0.4	2	0.91	-1
CCOC(=O)c1c(C)[nH]c(C)c1S(=O)(=O)N1CCCCC1	4	-1	2	9	-1.2	-8	0.88	3
CCOC(=O)N1CCN(Cc2nc(C3CC3)no2)CC1	-5	0	2	5	0.6	-2	0.87	-1
